SENP8 block-1: SENP8 protease inhibitors, primary screen, biochemical, luminescence; Sentrin-specific protease 8 (Homo sapiens), Q96LD8; purified SENP8, Z-RLRGG-aminoluciferin cleavage; inhibition, % at 10 µM; 1.2% of 330,000 active; AID 2540, 2010; in the data active = inhibition above about 50%
SENP6 inh: SENP6 protease inhibitors, primary screen, biochemical, luminescence, uHTS; inhibition, % at 10 µM; 1.8% of 330,000 active; Recombinant SENP6 catalytic domain, aminoluciferin luminescence;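 active = inhibition above about 50% at the single tested dose, limit read from the data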;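 note: plate controls were DMSO wells with enzyme for no effect and DMSO wells lacking enzyme for full effect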
SENP7 block: SENP7 protease inhibitors, primary screen, biochemical, luminescence, uHTS; AID 434973, 2010; Sentrin-specific protease 7 (Homo sapiens), Q9BQF6; 1.5% of 330,000 active; recombinant SENP7, Z-RLRGG-aminoluciferin luminescence, 40 min; inhibition, % at 5 µM;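 active = inhibition above about 50% at the single test dose, limit read from the data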;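 note: plate controls were DMSO with enzyme for no effect and no enzyme buffer wells for full effect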
HKDC1 inhibitor: HKDC1 hexokinase inhibitors, primary screen, biochemical, fluorescence, uHTS; recombinant HKDC1, G6PDH/diaphorase resazurin coupled fluorescence; 0.16% of 340,000 active; inhibition, % at 20 µM; Q2TB90;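 active = inhibition above about 35% when tested at 20 µM, limit read from the data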;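 note: plate controls were DMSO wells with enzyme for no effect and DMSO wells lacking enzyme for full effect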
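Test system: recombinant HKDC1 (HK5) hexokinase enzyme, produced in-house; Amount: enzyme 5 µg/mL final; Buffer or medium: Tris pH 8.0 buffer with MgCl2, Tween-20, BSA, BME; Reagent: glucose and ATP substrates; Doses: 20 µM test compound, 1% DMSO; Incubation: 90 min reaction incubation at room temperature, dark; Detection: resorufin fluorescence at 613 nm.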
SENP1 FRET inh: human SENP1 catalytic domain inhibitors, primary screen, biochemical, FRET, uHTS | recombinant SENP1 catalytic domain, CyPet-SUMO1-YPet FRET cleavage | inhibition, % at 10 µM | 0.21% of 360,000 active | AID 624204, 2012;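 active = inhibition at least 30% at 10 µM, raw YFP signal under a set limit, fluorescence ratio 0.5 to 1.5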;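 note: 0% = enzyme with DMSO and 100% = no enzyme wells; some results filed as inactive read as strong as hits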
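system = hSENP1 catalytic domain, recombinant | reagent = SFCypet-SUMO1-SFYpet substrate at 25 nM | doses = one dose per compound, 10 µM, 0.5% DMSO | incubation = enzyme reaction for 50 min at room temperature, dark | measured by = FRET, CFP and YFP emission | controls = no-enzyme low, enzyme-DMSO high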
NLRP3 yeast inh: NALP3 inflammasome inhibitors in reconstituted yeast, primary screen, luminescence, uHTS; Yeast reconstituted NLRP3/ASC/caspase-1, beta-gal luminescence, 24 h; inhibition, % at 10 µM; 0.39% of 330,000 active; AID 2825, 2010;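 active = inhibition of 50% or more; inactive = inhibition below 50%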;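 note: plate controls were induced DMSO wells for no effect and uninduced yeast grown without galactose for full effect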
Apaf-1 inh: inhibitors of human Apaf-1 apoptosome, primary screen, biochemical, DEVD-Rh110 fluorescence, uHTS; Apoptotic protease-activating factor 1 (Homo sapiens), O14727; AID 489030, 2010; inhibition, % at 20 µM; 0.71% of 330,000 active; reconstituted apoptosome caspase-3 activity; active = inhibition of at least 40% at 20 µM;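 note: plate controls were DMSO wells for no effect and DEVD-CHO caspase inhibitor wells for full effect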
Target sequence (O14727 whole entry, looked up): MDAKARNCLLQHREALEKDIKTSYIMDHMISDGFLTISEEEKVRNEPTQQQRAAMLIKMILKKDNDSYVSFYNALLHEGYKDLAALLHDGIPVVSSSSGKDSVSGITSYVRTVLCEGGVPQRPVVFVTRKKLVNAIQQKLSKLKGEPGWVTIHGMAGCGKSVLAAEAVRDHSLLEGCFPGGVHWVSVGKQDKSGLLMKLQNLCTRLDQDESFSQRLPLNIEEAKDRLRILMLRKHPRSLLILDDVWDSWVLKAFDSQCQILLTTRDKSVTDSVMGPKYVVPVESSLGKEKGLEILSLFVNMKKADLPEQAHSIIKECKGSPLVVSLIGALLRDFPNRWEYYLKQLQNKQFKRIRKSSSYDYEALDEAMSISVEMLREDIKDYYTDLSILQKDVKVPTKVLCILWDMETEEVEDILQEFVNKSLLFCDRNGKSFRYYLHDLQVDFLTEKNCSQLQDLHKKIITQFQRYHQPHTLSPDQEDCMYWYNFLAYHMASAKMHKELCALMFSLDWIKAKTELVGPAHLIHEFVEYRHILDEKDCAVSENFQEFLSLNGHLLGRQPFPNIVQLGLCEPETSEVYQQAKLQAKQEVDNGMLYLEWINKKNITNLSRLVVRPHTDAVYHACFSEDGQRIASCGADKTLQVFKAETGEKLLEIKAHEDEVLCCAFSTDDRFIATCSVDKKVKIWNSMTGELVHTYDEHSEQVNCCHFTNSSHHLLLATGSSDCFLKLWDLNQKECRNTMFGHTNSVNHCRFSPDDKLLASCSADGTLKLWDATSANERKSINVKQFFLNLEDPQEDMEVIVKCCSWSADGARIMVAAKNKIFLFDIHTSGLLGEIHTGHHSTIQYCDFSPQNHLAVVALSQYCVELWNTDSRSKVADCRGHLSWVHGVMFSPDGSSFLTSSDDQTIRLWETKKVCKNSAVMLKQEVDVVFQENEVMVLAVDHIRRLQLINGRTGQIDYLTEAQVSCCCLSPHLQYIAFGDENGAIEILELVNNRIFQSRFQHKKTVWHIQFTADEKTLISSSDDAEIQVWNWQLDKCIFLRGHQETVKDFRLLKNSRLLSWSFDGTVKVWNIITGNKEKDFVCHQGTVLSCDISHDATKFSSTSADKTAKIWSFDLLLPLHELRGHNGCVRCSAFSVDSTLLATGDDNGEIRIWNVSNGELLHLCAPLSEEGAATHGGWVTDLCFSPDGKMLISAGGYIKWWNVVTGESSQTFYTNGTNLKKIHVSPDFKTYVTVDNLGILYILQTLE
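Material: reconstituted apoptosome with Apaf-1, cytochrome c, caspase-9, procaspase-3, dATP; medium: pH 7.5 Hepes buffer with CHAPS, BSA, DTT; also added: cytochrome c and DEVD-Rh110 substrate; timing: 30 min plus 50 min, RT; signal: Rh110 fluorescence intensity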
SENP8 block-2: human SENP8 protease inhibitors, primary screen, biochemical, fluorescence, Nedd8 protein substrate, uHTS; Sentrin-specific protease 8 (Homo sapiens), Q96LD8; recombinant SENP8; inhibition, % at 20 µM; 0.64% of 360,000 active; AID 602440, 2012; in the data active = inhibition mostly above about 40%, no sharp cut-off; inactive = mostly below about 27%
PfGluPho inh: PfG6PD enzyme inhibitors, primary screen, biochemical, fluorescence intensity, uHTS; glucose-6-phosphate dehydrogenase-6-phosphogluconolactonase (Plasmodium falciparum 3D7); PfGluPho enzyme, NADPH resazurin-diaphorase fluorescence; inhibition, % at 20 µM; 0.78% of 350,000 active; AID 504690, 2011;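 active = inhibition reaching at least a set limit at 20 µM in the primary screen, cut at about 59% in these data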;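 note: 0% = DMSO wells with substrate and 100% = DMSO wells lacking glucose-6-phosphate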
Numbers without * were called inactive; i = inactive; . = no result given.

molecule,SENP7 block,SENP8 block-2,SENP6 inh,NLRP3 yeast inh,PfGluPho inh,SENP1 FRET inh,SENP8 block-1,HKDC1 inhibitor,Apaf-1 inh
Cc1ccc(/C=N/N2C(=S)SC(C)(C)C2N(O)C(=O)Nc2ccc([N+](=O)[O-])cc2)cc1 (stereo not drawn),1,40*,-8,25,-3,2,-1,0,15
COc1ccc(NC(=O)C(NC(=O)c2ccc(C)cc2)c2ccccc2)cc1 (stereo not drawn),-13,9,-18,12,1,2,-5,1,10
Cc1oc2c(CN3CCCCC3C)c(O)ccc2c(=O)c1-c1ccc(Br)cc1 (stereo not drawn),0,-297,-5,13,7,0,2,6,1
CCc1cc2c(=O)c(-c3nc4ccccc4n3C)c(C)oc2c(CN2CCCCC2)c1O,5,-426,-7,4,-11,1,1,-7,-1
COc1ccc(S(=O)(=O)Cc2ccc(C(=O)NCCc3ccc(S(N)(=O)=O)cc3)o2)cc1,17,8,-6,5,-15,-1,-11,2,-4
CCCc1[nH]nc2c1C(Cc1ccccc1)C(C#N)=C(N)O2 (stereo not drawn),-1,3,9,5,0,-8,8,2,13
CSc1ccccc1C(=O)N1CCN(S(=O)(=O)c2sc(C(=O)O)c(C)c2C(=O)O)CC1,-3,8,10,9,3,2,8,-3,-7
COc1ccc(-c2nnc(SCC(=O)NNC(=O)c3ccc(C)cc3)o2)cc1,-2,7,5,17,-10,1,-1,-5,-11
COc1cc(C(=O)Nc2ccccc2SCc2cc(=O)n3nc(C)sc3n2)cc(OC)c1OC,1,12,11,11,8,1,4,-3,-5
O=C(COC(=O)COc1cccc(C(F)(F)F)c1)NC(=O)NC1CCCCC1,12,7,-26,-1,0,1,-6,2,13
Brc1ccc2c(c1)[C@H]1OCC[C@H]1[C@@H](c1cccs1)N2,-6,-37,-17,-15,-5,-1,-18,1,4
COc1ccc(OC)c(C(=O)CSc2nccc(-c3ccc(Br)cc3)n2)c1,-12,-61,-5,2,2,2,0,-4,-4
N#Cc1c(-c2ccco2)cc(-c2ccccc2)[nH]c1=O,0,-464,-3,8,-5,-39,-2,7,-5
Cc1ccc(Oc2nc3ccccn3c(=O)c2/C=C(\C#N)C(=O)NC2CCS(=O)(=O)C2)c(C)c1 (stereo not drawn),2,-321,1,17,-1,-22,0,-4,5
Cc1ccc(C(=O)NCC(c2ccco2)N2CCOCC2)cc1 (stereo not drawn),-5,13,5,-12,14,0,3,-3,3
O=C(Nc1ccccc1)c1csc(-c2ccccc2)n1,2,9,5,5,9,0,1,-6,17

In a second layout: results already given
Values run as follows: SENP7 block, SENP8 block-2, SENP6 inh, NLRP3 yeast inh, PfGluPho inh, SENP1 FRET inh, SENP8 block-1, HKDC1 inhibitor, Apaf-1 inh
> Cc1oc2c(CN3CCCCC3C)c(O)ccc2c(=O)c1-c1ccc(Br)cc1 (stereo not drawn)
    0, -297, -5, 13, 7, 0, 2, 6, 1
> CCc1cc2c(=O)c(-c3nc4ccccc4n3C)c(C)oc2c(CN2CCCCC2)c1O
    5, -426, -7, 4, -11, 1, 1, -7, -1
> COc1ccc(S(=O)(=O)Cc2ccc(C(=O)NCCc3ccc(S(N)(=O)=O)cc3)o2)cc1
    17, 8, -6, 5, -15, -1, -11, 2, -4
> CCCc1[nH]nc2c1C(Cc1ccccc1)C(C#N)=C(N)O2 (stereo not drawn)
    -1, 3, 9, 5, 0, -8, 8, 2, 13
> CSc1ccccc1C(=O)N1CCN(S(=O)(=O)c2sc(C(=O)O)c(C)c2C(=O)O)CC1
    -3, 8, 10, 9, 3, 2, 8, -3, -7
> COc1ccc(-c2nnc(SCC(=O)NNC(=O)c3ccc(C)cc3)o2)cc1
    -2, 7, 5, 17, -10, 1, -1, -5, -11
> COc1cc(C(=O)Nc2ccccc2SCc2cc(=O)n3nc(C)sc3n2)cc(OC)c1OC
    1, 12, 11, 11, 8, 1, 4, -3, -5
> O=C(COC(=O)COc1cccc(C(F)(F)F)c1)NC(=O)NC1CCCCC1
    12, 7, -26, -1, 0, 1, -6, 2, 13
> Brc1ccc2c(c1)[C@H]1OCC[C@H]1[C@@H](c1cccs1)N2
    -6, -37, -17, -15, -5, -1, -18, 1, 4
> COc1ccc(OC)c(C(=O)CSc2nccc(-c3ccc(Br)cc3)n2)c1
    -12, -61, -5, 2, 2, 2, 0, -4, -4
> N#Cc1c(-c2ccco2)cc(-c2ccccc2)[nH]c1=O
    0, -464, -3, 8, -5, -39, -2, 7, -5
> Cc1ccc(Oc2nc3ccccn3c(=O)c2/C=C(\C#N)C(=O)NC2CCS(=O)(=O)C2)c(C)c1 (stereo not drawn)
    2, -321, 1, 17, -1, -22, 0, -4, 5
> Cc1ccc(C(=O)NCC(c2ccco2)N2CCOCC2)cc1 (stereo not drawn)
    -5, 13, 5, -12, 14, 0, 3, -3, 3
> O=C(Nc1ccccc1)c1csc(-c2ccccc2)n1
    2, 9, 5, 5, 9, 0, 1, -6, 17

The listing continues.
molecule,SENP7 block,SENP8 block-2,SENP6 inh,NLRP3 yeast inh,PfGluPho inh,SENP1 FRET inh,SENP8 block-1,HKDC1 inhibitor,Apaf-1 inh
CC(=O)N1CCC2(CC1)C(C#N)=C(N)OC1=C2C(=O)CC(C)(C)C1,-5,15,6,7,-4,-2,-7,-4,-1
COc1ccccc1C=Cc1ccnc2ccccc12,.,i,.,.,15,-3,.,2,.
CC1CCC2(CC1)NC(=O)N(CC(=O)NCCc1ccccc1)C2=O (stereo not drawn),3,12,-1,5,-13,2,5,0,-7
CCOC(=O)c1ccc(S(=O)(=O)NNC(=O)Cc2csc(C)n2)cc1,-8,11,-8,14,-7,2,-9,1,-4
COc1ccc(C2C/C(=N\O)C(C)(C)O2)cc1 (stereo not drawn),7,24,-1,2,-9,0,7,7,-6
O=C(Nc1cccc(Cl)c1)c1ccc(F)c(S(=O)(=O)N2CCN(c3ccccn3)CC2)c1,-8,7,1,-2,-7,0,2,-7,11
COc1ccc(C(=O)N(C)Cc2ccccc2F)cc1S(=O)(=O)N1CCCC1,-1,4,0,19,-3,1,-7,-5,-1
Cc1c(C(=O)N/N=C/c2cccnc2)sc(N)c1C#N,-7,-40,-4,21,5,-2,4,4,-1
CC(C)(C)NC(=O)C(c1cccs1)N(Cc1cccs1)C(=O)c1csnn1 (stereo not drawn),0,1,0,2,3,0,-1,0,-5
CCSc1nc2c([nH]c3ccccc32)c(=O)n1C,2,-1,-9,30,17,1,-4,3,10
COc1ccc(-n2c(=S)[nH]c3cc(C(=O)NCc4cccnc4)ccc3c2=O)c(OC)c1,8,11,-5,28,-3,-2,-5,3,1
CCOC(=O)CN1C(=O)C(Sc2n[nH]c(-c3cccc(C)c3)n2)CCc2ccccc21 (stereo not drawn),10,2,-1,8,5,1,-1,-8,7
CCCn1nnnc1NCc1ccccc1C,2,6,16,12,-28,4,6,2,-5
Cc1onc(-c2c(F)cccc2Cl)c1C(=O)NCCN1CCNC1=O,1,34,-3,15,2,2,5,-7,-18
O=C(Cn1nnc(-c2ccccc2)n1)N/N=C/c1cc([N+](=O)[O-])c(Cl)cc1Cl,-5,2,-2,2,-14,0,5,5,-11
NC(=O)Nc1n[nH]c(-c2ccccc2)n1,.,19,.,.,-15,2,.,-5,.
CCc1cc(=O)oc2cc(OCC(=O)N3CCC(C(N)=O)CC3)ccc12,-5,-140,-17,12,6,3,-5,-4,0
O=C(Nc1ccc(OC(F)(F)F)cc1)C1=NCCN1,3,4,10,10,14,-1,5,-6,-5
CCOC(=O)c1oc2cccc(OCC(O)CNC(C)C)c2c1C (stereo not drawn),-2,-232,-1,12,5,0,-4,-6,-11
C=CCOC(=O)C1=C(C)NC(=O)NC1/C=C/c1ccccc1 (stereo not drawn),-4,20,-1,1,21,-1,-3,5,-3
O=C(CC1CC2CCC1C2)N1CCN(S(=O)(=O)c2ccccc2C(F)(F)F)CC1 (stereo not drawn),-6,17,5,35,8,-1,6,-2,8
COc1cccc(NC(=O)C2CCCN(S(=O)(=O)c3cccc4nonc34)C2)c1 (stereo not drawn),0,5,-17,4,-6,18,-3,-7,-3
Cc1ccc(NC(=O)CSc2nnc(NC(=O)C(C)C)s2)c(C)c1,-1,-2,1,13,-7,1,8,-3,-1
N#C/C(=C\Nc1ccc2cn[nH]c2c1)c1nc(-c2ccc(Cl)cc2)cs1,-4,-9,16,33,-2,-40,-6,5,13
CC(C)(C)c1cc(C(=O)NC2CC2)n(Cc2ccc(F)cc2)n1,-1,7,-3,15,-1,3,-5,-3,-15
Cc1ccc(-n2nc(C(=O)N/N=C/c3cccc(C(F)(F)F)c3)c3ccccc3c2=O)cc1C,10,.,-2,23,-8,.,5,-6,12
S=C(Nc1ccccc1)Nn1cnnc1,0,10,-5,-8,22,2,4,-5,-8
Cc1ccc(S(=O)(=O)NN/C(=N/S(=O)(=O)c2ccccc2)c2ccccc2)cc1,-3,2,-11,14,-23,2,-11,-1,7
CCn1c(CNC(=O)c2ccco2)nnc1SCC(=O)Nc1ccccc1Cl,3,11,-17,14,5,-2,-2,-3,6
CCCSc1nnc(NC(=O)c2nc(SC)ncc2Cl)s1,-4,25,-35,11,-11,0,-6,5,13
CCc1nnc(NC(=O)c2cc(-c3ccccc3)nn2-c2ccccc2)s1,99*,3,-19,9,-13,1,0,-5,8
Cc1ccc(-n2c3nc(=O)n(C)c(=O)c-3cc3ccccc32)cc1,-2,-432,-2,20,-8,-32,-3,2,-8
O=C(NCC1CCCO1)C(c1ccncc1)N(Cc1cccs1)C(=O)CN1C(=O)c2ccccc2S1(=O)=O (stereo not drawn),0,5,-3,-20,-4,-1,2,16,-3
O=C1N2CCSC2=NC1(NS(=O)(=O)c1ccccc1)C(F)(F)F (stereo not drawn),2,21,-4,-1,3,-2,9,-9,-7
CCOC(=O)C1=NN(C(=O)c2ccccc2)C(O)(c2ccc(C)cc2)C1 (stereo not drawn),2,15,-3,20,-12,9,0,-16,-3
O=C(O)CCNS(=O)(=O)c1ccc(Oc2ccccc2)cc1,6,6,-3,2,-27,0,-8,-9,1
Cc1onc(-c2ccccc2Cl)c1C(=O)N(Cc1ccccc1)C(C)C,-10,12,-16,19,-1,0,-10,0,14
